SUMO1-SIM PPI – SUMO1-SIM interaction modulation; P63165; SUMO1 binding to a labelled peptide, TR-FRET, 1 h; inhibition, % at 20 µM; 360,000 compounds, 0.33% hits; AID 602429; in the data active = inhibition above about 37%
Target sequence (P63165 whole entry, looked up): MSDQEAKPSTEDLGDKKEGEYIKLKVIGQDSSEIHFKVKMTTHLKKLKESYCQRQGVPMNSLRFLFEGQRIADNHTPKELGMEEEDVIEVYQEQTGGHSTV
LMPTP block – blocks human LMPTP phosphatase | P24666 | recombinant LMPTP-A, OMFP fluorogenic substrate, fluorescence intensity | inhibition, % at 20 µM | 360,000 compounds, 0.22% hits | AID 651560;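 active = compounds that cut the enzyme signal by at least half of the control window in the single-dose screen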;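 also: plate controls were DMSO wells with enzyme plus substrate for no effect and substrate without enzyme for full effect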
Target sequence (P24666 whole entry, looked up): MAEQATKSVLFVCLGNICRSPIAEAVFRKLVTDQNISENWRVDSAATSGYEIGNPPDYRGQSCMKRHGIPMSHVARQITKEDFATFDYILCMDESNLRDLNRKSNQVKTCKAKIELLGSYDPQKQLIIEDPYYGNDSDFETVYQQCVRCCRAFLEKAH
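Test system: LMPTP-A phosphatase enzyme; input: 0.625 nM LMPTP-A final; reagent: OMFP substrate, 400 µM final; compound dosing: 20 µM single dose, 3% DMSO; incubation: 50 min dark incubation at room temperature; measured by: endpoint fluorescence intensity from OMFP dephosphorylation; measure: % inhibition relative to no-enzyme and uninhibited control wells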
Scp-1 inhibitor – blocks human Scp-1 phosphatase activity; Q9GZU7; Recombinant Scp1, phosphopeptide, malachite green phosphate absorbance; inhibition, % at 20 µM; 340,000 compounds, 0.88% hits;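 active = inhibition above about 50% at 20 µM, limit read from the data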;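 also: plate controls were DMSO wells with enzyme for no effect and wells lacking enzyme for full effect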
Target sequence (Q9GZU7 76-261 limits assumed): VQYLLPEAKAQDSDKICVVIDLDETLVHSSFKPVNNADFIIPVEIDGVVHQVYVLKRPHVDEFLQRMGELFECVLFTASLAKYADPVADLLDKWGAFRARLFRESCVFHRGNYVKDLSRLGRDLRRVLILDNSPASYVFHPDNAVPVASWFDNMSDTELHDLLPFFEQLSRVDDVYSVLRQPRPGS
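Times: enzyme reaction 45 min at room temperature, colour 5 min, stabilisation 30 min. Material: SCP-1 catalytic fragment, aa 76-261. Medium: Acidic Tris acetate buffer with magnesium and detergent. Signal: colorimetric free-phosphate detection, absorbance 630 nm. Read-out basis: % inhibition of SCP-1 phosphate liberation. Reagent: Phosphorylated 17-residue peptide substrate.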
STEP inh – blocks human striatal-enriched tyrosine phosphatase. P54829. recombinant STEP, OMFP fluorogenic substrate, fluorescence. inhibition, % at 20 µM. 360,000 compounds, 0.25% hits. AID 588621;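 active = inhibition at 20 µM, scaled per plate between control wells, above about 37%, limit read from the data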;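 also: 0% = DMSO with enzyme and substrate and 100% = substrate only without enzyme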
Target sequence (P54829 whole entry, looked up): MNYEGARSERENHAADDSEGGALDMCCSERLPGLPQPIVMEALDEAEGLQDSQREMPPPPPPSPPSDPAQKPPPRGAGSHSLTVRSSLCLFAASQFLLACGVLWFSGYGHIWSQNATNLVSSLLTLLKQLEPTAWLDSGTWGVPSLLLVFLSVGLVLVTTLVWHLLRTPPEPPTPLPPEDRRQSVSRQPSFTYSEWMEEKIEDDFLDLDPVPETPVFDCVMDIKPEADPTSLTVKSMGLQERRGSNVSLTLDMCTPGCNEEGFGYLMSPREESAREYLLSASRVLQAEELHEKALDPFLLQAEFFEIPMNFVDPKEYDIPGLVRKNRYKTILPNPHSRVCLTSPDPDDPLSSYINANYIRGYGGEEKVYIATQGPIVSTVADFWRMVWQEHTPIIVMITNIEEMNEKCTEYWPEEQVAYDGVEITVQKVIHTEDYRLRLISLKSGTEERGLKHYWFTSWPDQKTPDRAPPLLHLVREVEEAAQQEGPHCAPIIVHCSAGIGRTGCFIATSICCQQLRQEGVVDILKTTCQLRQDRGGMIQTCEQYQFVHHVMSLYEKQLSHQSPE
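Measure: Control-normalized % inhibition with plate pattern correction | Test system: STEP phosphatase, cell-free reaction | Medium: pH 6.0 Bis-Tris with DTT and Tween 20 | Technique: Fluorescence, 480/540 nm | Times: Reaction 20 min, ambient temperature | Doses: Single compound dose of 20 µM, 1% DMSO final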
NadD block – inhibitors of Staphylococcus aureus NadD. purified NadD enzyme, colorimetric absorbance read-out. AID 602399. 360,000 compounds, 0.78% hits. inhibition, % at 20 µM; in the data active = inhibition above about 26%; also: some compounds past the cut are filed as inactive
SKN-1 block – blocks SKN-1 activity in C. elegans; 360,000 compounds, 0.49% hits; C. elegans VP596 Pgst-4::GFP/RFP ratio, acrylamide-induced, 24 h; inhibition, % at 21.8 µM; AID 624304;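 active = interference check ratio from 0.5 to 1.5 plus GFP to RFP signal ratio inhibition reaching or exceeding a fixed threshold, cut at about 30% in these data, passing the limit was not always enough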; also: some compounds called inactive have numbers as strong as hits
DNMT1 block – inhibitors of human DNMT1. inhibition (reported as % activation of signal), % at 10 µM. 360,000 compounds, 0.83% hits. P26358. DNMT1 molecular beacon, Hinp1I cleavage, fluorescence. AID 588458; in the data active = inhibition above about 50%
Neddyl block – blocks human cullin neddylation | P61081+Q13564 | 360,000 compounds, 0.58% hits | AID 651699 | calls only at 25 µM | TR-FRET cullin neddylation, biochemical; in the data active = inhibition above about 36%
CendR NRP1 mod – modulators of CendR peptide binding to human neuropilin-1; inhibition, % at 25 µM; FAM-RPARPAR peptide binding to NRP-1, fluorescence polarization; O14786; 360,000 compounds, 0.85% hits; AID 602438;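 active = inhibition or corrected inhibition above about 18%, plus a signal ratio from 0.5 to 1.5, limit read from the data, passing the limit was not always enough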; also: strong numbers were not always called active
TbMetRS inhib – blocks T. brucei methionyl-tRNA synthetase activity; purified T. brucei MetRS, ATP depletion, Kinase-Glo luminescence; 360,000 compounds, 0.4% hits; inhibition, % at 11.9 µM;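 active = inhibition above a per-plate cutoff of the control wells' mean inhibition plus 3 SD, cut at about 5.5% in these data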;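 also: 0% = DMSO wells median and 100% = median of wells with control inhibitor compound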
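Test system – parasite MetRS enzyme · Reagent – substrates ATP, L-methionine and bulk Escherichia coli tRNA · Doses – 11.9 µM compound single dose, 0.9% DMSO · Times – 15 min enzyme-compound preincubation, 2 h reaction, 10 min detection, 25 °C · Signal – Kinase-Glo luminescence, ATP depletion format · Controls – DMSO-only wells as low control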
Numbers without * were called inactive.

For Cc1ccc(C)c(Oc2ccc(S(=O)(=O)N3CCN(C)CC3)cn2)c1 the results were SUMO1-SIM PPI 3, LMPTP block -0.9, Scp-1 inhibitor -4, STEP inh 0, NadD block -2, SKN-1 block 20, DNMT1 block 0, Neddyl block inactive, CendR NRP1 mod 12 and TbMetRS inhib -0.4.
Screening CC(C)c1ccc(NC(=O)C2CC(=O)N(C(C)C)C2)cc1 (stereo not drawn) returned SUMO1-SIM PPI 2, LMPTP block 0.8, Scp-1 inhibitor -9, STEP inh 2, NadD block 4, SKN-1 block 17, DNMT1 block 0, Neddyl block inactive, CendR NRP1 mod 0 and TbMetRS inhib -0.6.
`COCCCNC(=O)CSc1nc2cc3c(cc2c(=O)n1CCCC(=O)NCc1ccc(OC)cc1)OCO3` gave SUMO1-SIM PPI -4, LMPTP block -0.6, Scp-1 inhibitor -3, STEP inh 11, NadD block 0, SKN-1 block -8, DNMT1 block 0, Neddyl block inactive, CendR NRP1 mod -2 and TbMetRS inhib 0.3.
For CN(CC(=O)Nc1ccc(N2CCOCC2)cc1)CC(=O)Nc1ccc(Cl)cc1[N+](=O)[O-] the results were SUMO1-SIM PPI -23, LMPTP block -0.4, Scp-1 inhibitor -10, STEP inh -4, NadD block -4, SKN-1 block -1, DNMT1 block -1, Neddyl block inactive, CendR NRP1 mod 7 and TbMetRS inhib -0.1.
For O=C(O)COCC(=O)Nc1cc(C(F)(F)F)cc(C(F)(F)F)c1 the results were SUMO1-SIM PPI 3, LMPTP block -2.2, Scp-1 inhibitor -11, STEP inh 0, NadD block -6, SKN-1 block -1, DNMT1 block 0, Neddyl block inactive, CendR NRP1 mod -10 and TbMetRS inhib -0.2.
For Nc1c(C(=O)NCCc2ccccc2)nnn1Cc1ccc(Br)cc1F the results were SUMO1-SIM PPI 0, LMPTP block 0.4, Scp-1 inhibitor -5, STEP inh -1, NadD block -6, SKN-1 block 13, DNMT1 block -3, Neddyl block inactive, CendR NRP1 mod 6 and TbMetRS inhib -0.2.
Screening Nc1nonc1-n1nnc(C(=O)N/N=C/C2CCCCC2)c1-c1ccccc1 returned SUMO1-SIM PPI -2, LMPTP block -0.2, Scp-1 inhibitor -6, STEP inh 0, NadD block -5, SKN-1 block 9, DNMT1 block -1, Neddyl block inactive, CendR NRP1 mod 20 and TbMetRS inhib -0.1.
For O=C([C@@H]1Cc2ccccc2CN1)N1CCN(Cc2ccccc2)CC1 the results were SUMO1-SIM PPI 2, LMPTP block -5.1, Scp-1 inhibitor -4, STEP inh -1, NadD block -3, SKN-1 block 27, DNMT1 block -4, Neddyl block inactive, CendR NRP1 mod -4 and TbMetRS inhib 0.1.
For NC(=O)c1ccsc1NC(=O)CSc1nnc(C2CC2)n1Cc1ccccc1 the results were SUMO1-SIM PPI 7, LMPTP block -2.0, Scp-1 inhibitor -14, STEP inh -5, NadD block -3, SKN-1 block -11, DNMT1 block -2, Neddyl block inactive, CendR NRP1 mod -2 and TbMetRS inhib -0.1.
For CCCOc1ccc(C(=O)N/N=C/c2ccc(-c3ccc(S(=O)(=O)Nc4ncccn4)cc3)o2)cc1 the results were SUMO1-SIM PPI 18, LMPTP block 2.1, Scp-1 inhibitor 3, STEP inh 12, NadD block 32*, SKN-1 block 9, DNMT1 block 11, CendR NRP1 mod -131 and TbMetRS inhib 0.6.
CCOC(=O)C1CCN(C(=O)CSc2n[nH]c(=O)[nH]c2=O)CC1 was read as SUMO1-SIM PPI -3, LMPTP block -2.7, Scp-1 inhibitor 0, STEP inh 1, NadD block 0, SKN-1 block 24, DNMT1 block 2, Neddyl block inactive, CendR NRP1 mod 2 and TbMetRS inhib -0.8.
O=C1NN(c2ccccc2)C(=O)/C1=C/c1ccc(-c2cccc(C(=O)O)c2)o1 was read as SUMO1-SIM PPI 15, LMPTP block 2.8, Scp-1 inhibitor 52*, STEP inh 14, NadD block -8, SKN-1 block 15, DNMT1 block 37, Neddyl block inactive, CendR NRP1 mod -50 and TbMetRS inhib -0.3.
CCCCCCCCNCCS(=O)(=O)NCc1ccc(OC)cc1 was read as SUMO1-SIM PPI -1, LMPTP block -2.0, Scp-1 inhibitor -2, STEP inh 4, NadD block -6, SKN-1 block -12, DNMT1 block -2, Neddyl block inactive, CendR NRP1 mod 9 and TbMetRS inhib 0.1.
`CC1CC(=O)N(c2ccc(NCc3ccc(Cl)cc3)c([N+](=O)[O-])c2)C1=O` (stereo not drawn) gave SUMO1-SIM PPI -11, LMPTP block 2.1, Scp-1 inhibitor -10, STEP inh -2, NadD block -7, SKN-1 block 17, DNMT1 block 2, Neddyl block inactive, CendR NRP1 mod -8 and TbMetRS inhib 0.4.
Screening CCC1CCCCN1S(=O)(=O)c1ccc(C(=O)Nc2nnc(C3=COCCO3)o2)cc1 (stereo not drawn) returned SUMO1-SIM PPI 2, LMPTP block -1.0, Scp-1 inhibitor -8, STEP inh 3, NadD block 16, SKN-1 block 8, DNMT1 block 0, Neddyl block inactive, CendR NRP1 mod -12 and TbMetRS inhib -0.5.
`CN(Cc1ccccc1)c1ccc(C(=O)O)cc1[N+](=O)[O-]` gave SUMO1-SIM PPI -29, LMPTP block 0.1, Scp-1 inhibitor -8, STEP inh -1, NadD block -1, SKN-1 block 2, DNMT1 block 2, Neddyl block inactive, CendR NRP1 mod -3 and TbMetRS inhib -0.2.
For COc1cc(CNc2ccc(N3CCOCC3)c(C(=O)O)c2)ccc1OCC(N)=O the results were SUMO1-SIM PPI -2, LMPTP block 0.1, Scp-1 inhibitor 6, STEP inh 3, NadD block 3, SKN-1 block -2, DNMT1 block -6, Neddyl block active, CendR NRP1 mod -1 and TbMetRS inhib -1.5.
COc1ccccc1CNC(=O)c1nnc(Cc2ccc(Cl)cc2)o1 was read as SUMO1-SIM PPI 1, LMPTP block 0.1, Scp-1 inhibitor -6, STEP inh 2, NadD block -4, SKN-1 block -9, DNMT1 block -2, Neddyl block inactive, CendR NRP1 mod -3 and TbMetRS inhib 0.0.
COc1ccc(-c2ccc3c(c2)[C@@H]2C[C@H](N(C)C(=O)Nc4ccccc4)[C@H]([C@H](C)O)C(=O)N2CC3)cc1 was read as SUMO1-SIM PPI 1, LMPTP block 1.4, Scp-1 inhibitor 0, STEP inh -2, NadD block -9, SKN-1 block 17, DNMT1 block -8, Neddyl block inactive, CendR NRP1 mod -26 and TbMetRS inhib -1.3.
For O=C(O)c1ccccc1/C=N/Nc1ccc(S(=O)(=O)N2CCOCC2)cc1[N+](=O)[O-] the results were SUMO1-SIM PPI -34, LMPTP block -0.1, Scp-1 inhibitor -4, STEP inh 2, NadD block 0, SKN-1 block 21, DNMT1 block 1, Neddyl block inactive, CendR NRP1 mod 0 and TbMetRS inhib -0.1.

Part of the list above in order of heavy-atom count, largest number first:
COc1ccc(-c2ccc3c(c2)[C@@H]2C[C@H](N(C)C(=O)Nc4ccccc4)[C@H]([C@H](C)O)C(=O)N2CC3)cc1 was read as SUMO1-SIM PPI 1, LMPTP block 1.4, Scp-1 inhibitor 0, STEP inh -2, NadD block -9, SKN-1 block 17, DNMT1 block -8, Neddyl block inactive, CendR NRP1 mod -26 and TbMetRS inhib -1.3.
COc1ccccc1CNC(=O)c1nnc(Cc2ccc(Cl)cc2)o1 was read as SUMO1-SIM PPI 1, LMPTP block 0.1, Scp-1 inhibitor -6, STEP inh 2, NadD block -4, SKN-1 block -9, DNMT1 block -2, Neddyl block inactive, CendR NRP1 mod -3 and TbMetRS inhib 0.0.
CCCCCCCCNCCS(=O)(=O)NCc1ccc(OC)cc1 was read as SUMO1-SIM PPI -1, LMPTP block -2.0, Scp-1 inhibitor -2, STEP inh 4, NadD block -6, SKN-1 block -12, DNMT1 block -2, Neddyl block inactive, CendR NRP1 mod 9 and TbMetRS inhib 0.1.

(further entries)
`COc1ccc(NC(=O)CCNS(=O)(=O)c2cccc3nsnc23)cc1` gave SUMO1-SIM PPI -21, LMPTP block 0.0, Scp-1 inhibitor -6, STEP inh 3, NadD block -4, SKN-1 block 1, DNMT1 block -3, Neddyl block inactive, CendR NRP1 mod 13 and TbMetRS inhib -0.3.
`Cc1ccc(Oc2ncccc2/C=N/OCc2ccc(Cl)cc2Cl)cc1` gave SUMO1-SIM PPI -4, LMPTP block 2.7, Scp-1 inhibitor -8, STEP inh 5, NadD block -1, SKN-1 block -9, DNMT1 block 2, Neddyl block inactive, CendR NRP1 mod -3 and TbMetRS inhib -1.2.
Screening CCNC(=S)Nc1nc2c(cc1C(=O)OCC)CCCC2 returned SUMO1-SIM PPI 12, LMPTP block -2.0, Scp-1 inhibitor 0, STEP inh -24, NadD block -4, SKN-1 block 14, DNMT1 block 10, Neddyl block inactive, CendR NRP1 mod 5 and TbMetRS inhib -0.4.
`COc1ccc(C(=O)Nc2cnn(Cc3ccc(Cl)cc3)c2)cc1OC` gave SUMO1-SIM PPI 5, LMPTP block 0.8, Scp-1 inhibitor 0, STEP inh -5, NadD block 0, SKN-1 block -2, DNMT1 block 0, Neddyl block inactive, CendR NRP1 mod -4 and TbMetRS inhib 0.3.
`C=CCn1c(COC)nnc1SCC(=O)c1ccc(F)cc1` gave SUMO1-SIM PPI -3, LMPTP block -0.6, Scp-1 inhibitor -6, STEP inh 1, NadD block 5, SKN-1 block 5, DNMT1 block -1, Neddyl block inactive, CendR NRP1 mod 18 and TbMetRS inhib -0.5.
For O=c1ccnc(Sc2ncccc2[N+](=O)[O-])[nH]1 the results were SUMO1-SIM PPI -9, LMPTP block 0.1, Scp-1 inhibitor 1, STEP inh 3, NadD block -1, SKN-1 block -29, DNMT1 block 3, Neddyl block inactive, CendR NRP1 mod 0 and TbMetRS inhib -0.8.
O=C(CCc1nc2ccccc2c(=O)[nH]1)NNC(=O)COc1ccc(Br)cc1 was read as SUMO1-SIM PPI -3, LMPTP block 0.8, Scp-1 inhibitor -6, STEP inh 0, NadD block 4, SKN-1 block 27, DNMT1 block 1, Neddyl block inactive, CendR NRP1 mod -13 and TbMetRS inhib 0.2.
`COc1ccc(Br)cc1/C=N/N1CCN(Cc2ccccc2Cl)CC1` gave SUMO1-SIM PPI 3, LMPTP block 3.8, Scp-1 inhibitor -7, STEP inh 2, NadD block 3, SKN-1 block 7, DNMT1 block 0, Neddyl block inactive, CendR NRP1 mod -1 and TbMetRS inhib -0.2.
Screening Cc1ccc(C(c2nnnn2CCc2ccccc2)N2CCSCC2)cc1 (stereo not drawn) returned SUMO1-SIM PPI 0, LMPTP block 1.7, Scp-1 inhibitor -3, STEP inh 5, NadD block -2, SKN-1 block 15, DNMT1 block 0, Neddyl block inactive, CendR NRP1 mod 2 and TbMetRS inhib -3.0.

Source: PubChem (several laboratories)
